# Screening data from PubChem BioAssay.
# ASAP1 inh: inhibitors of human ASAP1 ArfGAP activity, primary screen, biochemical, fluorescence polarization; actives 0.19% (n = 360,000); AID 624377, 2012; Arf-GAP with SH3 domain, ANK repeat and PH domain-containing protein 1 (Homo sapiens), …; inhibition, % at 16.5 µM; ASAP1-stimulated ARF1 GTP hydrolysis, GDP FP detection; in the data active means inhibition above about 25%;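 further: 0% = vehicle with enzyme and substrate and 100% = no enzyme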
# ARFGAP1 inhibitor: inhibitors of rat ARFGAP1 GAP activity, primary screen, biochemical, fluorescence polarization, GDP tracer; ADP-ribosylation factor GTPase-activating protein 1 (Rattus norvegicus), Q62848; Arfgap1-stimulated ARF1 GTP hydrolysis, GDP FP detection; inhibition, % at 16.5 µM; actives 0.26% (n = 360,000);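 active means inhibition above a per-plate limit, mean inhibition of low control wells plus 3 SD, cut at about 25% in these data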;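 further: 0% = DMSO wells with enzyme and 100% = wells lacking Arfgap1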
# Target sequence (Q62848 1-136 limits assumed): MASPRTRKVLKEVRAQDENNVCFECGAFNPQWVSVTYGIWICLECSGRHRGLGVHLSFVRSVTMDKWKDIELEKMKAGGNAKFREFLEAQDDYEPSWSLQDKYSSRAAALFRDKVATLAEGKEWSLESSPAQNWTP
#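 Material: truncated rat Arfgap1 GAP domain; Incubation: compound-enzyme preincubation 20 min, reaction 120 min, detection 60 min, 25 °C; Read-out: percent inhibition of Arfgap1-stimulated GTP hydrolysis; Technique: FP, GDP Alexa 633 tracer displaced from anti-GDP antibody, 620/688 nm; Controls: No-Arfgap1 wells (100%) versus DMSO full-reaction wells (0%); Replication: single well per compound.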
# Tn6 DDE FP: inhibitors of Tn6 peptide binding to fibrin DD(E), primary screen, biochemical, fluorescence polarization, human fibrin, Tn6 probe; Fibrinogen beta chain (Homo sapiens), P02675; Fibrin DD(E) TRITC-Tn6 fluorescence polarization displacement; inhibition, % at 8.3 µM; actives 0.21% (n = 370,000); AID 720509, 2013;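 active means inhibition above a per-campaign cutoff: mean of compounds within control limits plus 3 SD, cut at about 15% in these data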;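 further: 0% = median of all compound wells on the plate and 100% = blocking peptide control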
# Target sequence (P02675 whole entry, looked up): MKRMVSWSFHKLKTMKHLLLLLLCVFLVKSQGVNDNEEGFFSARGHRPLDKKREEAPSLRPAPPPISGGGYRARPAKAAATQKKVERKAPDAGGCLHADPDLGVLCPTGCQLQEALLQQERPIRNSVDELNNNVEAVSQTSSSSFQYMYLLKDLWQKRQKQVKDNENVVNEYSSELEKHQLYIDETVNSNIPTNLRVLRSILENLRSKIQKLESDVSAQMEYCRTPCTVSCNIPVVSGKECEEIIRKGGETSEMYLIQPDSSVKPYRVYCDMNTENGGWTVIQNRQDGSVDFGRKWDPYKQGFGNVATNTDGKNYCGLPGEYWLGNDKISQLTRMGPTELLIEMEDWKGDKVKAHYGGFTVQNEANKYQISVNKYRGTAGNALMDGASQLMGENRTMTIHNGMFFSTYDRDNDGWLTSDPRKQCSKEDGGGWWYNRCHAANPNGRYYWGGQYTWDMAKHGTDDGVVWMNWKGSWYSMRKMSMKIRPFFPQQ
# DDE Tn7 FP inh: inhibitors of Tn7 peptide binding to fibrin DD(E), primary screen, biochemical, fluorescence polarization, human fibrin, Tn7 probe | actives 0.13% (n = 370,000) | Fibrinogen beta chain (Homo sapiens), P02675 | inhibition, % at 8.3 µM | FP displacement of FITC-Tn7 peptide from fibrin DD(E); 0% = median of compound wells per plate;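 active means inhibition above the mean of compounds falling within the control limits plus 3 SD of them, cut at about 14% in these data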;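 further: 0% = plate median of compound wells and 100% = 10 µM Aha-Tn7 peptide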
#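 Also added: labelled Tn7 tracer, 0.1 µM; Assay system: human fibrin DD(E) protein; Amount: 2 µM fibrin DD(E); Schedule: 10 min compound pre-incubation, 3 h probe incubation at room temperature; Repeats: one replicate per compound; Read-out basis: percent inhibition; Measured by: fluorescence polarization of the labelled Tn7 tracer.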
# ADAM17 inh: ADAM17 inhibitors, primary screen, biochemical, QFRET; Disintegrin and metalloproteinase domain-containing protein 17 (Homo sapiens), P78536; recombinant ADAM17, EDANS/DABCYL FRET peptide cleavage; inhibition, % at 6.95 µM; actives 0.83% (n = 370,000);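 active means inhibition above the mean of compounds lying between control limits plus 3 SD, set per campaign, cut at about 8.5% in these data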;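 further: 0% = DMSO-only wells as the low control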
# ADAM10 inh: human ADAM10 inhibitors, primary screen, biochemical, QFRET, HTS | recombinant ADAM10, EDANS/DABCYL FRET peptide cleavage, 3 h | actives 0.62% (n = 370,000) | AID 720582, 2013 | inhibition, % at 7 µM | Disintegrin and metalloproteinase domain-containing protein 10 (Homo sapiens), O14672;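 active means inhibition above a per-campaign cutoff equal to the mean of compounds falling between control-based bounds plus 3 SD, cut at about 20% in these data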;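 further: 0% = DMSO wells while the 100% control is not disclosed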
# PLCb3 inh: human PLC-beta3 inhibitors, primary screen, biochemical, fluorescence | 1-phosphatidylinositol 4,5-bisphosphate phosphodiesterase beta-3 (Homo sapiens), Q01970 | Purified PLC-beta3, fluorogenic substrate | inhibition, % at 12.2 µM | actives 0.18% (n = 370,000) | AID 720704, 2013; in the data active means inhibition above about 11%;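 further: 0% = median of compound wells on plate and 100% = full blocker control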
# PLC-gamma1 inh: PLC-gamma1 enzyme inhibitors, primary screen, biochemical, fluorescence, purified enzyme | 1-phosphatidylinositol 4,5-bisphosphate phosphodiesterase gamma-1 (Homo sapiens), P19174 | fluorogenic substrate | inhibition, % at 12.2 µM | actives 0.84% (n = 370,000) | AID 720700, 2013; in the data active means inhibition above about 9.5%
# SIAE primary: human SIAE inhibitors, primary screen, biochemical, fluorescence polarization, FP-Rh probe, 1536-well HTS; Sialate O-acetylesterase (Homo sapiens), Q9HAT2; SIAE FP-Rh probe binding; inhibition, % at 9.66 µM; actives 0.69% (n = 370,000);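 active means inhibition above a cutoff: mean of compounds within the control limits plus 3 SD of those, cut at about 17% in these data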;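 further: 0% = plate median of compound wells and 100% = probe without SIAE protein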
# TDP2 absorb: human TDP2 enzyme inhibitors, primary screen, biochemical, epi absorbance, recombinant enzyme; Tyrosyl-DNA phosphodiesterase 2 (Homo sapiens), O95551; T5PNP hydrolysis, p-nitrophenol absorbance 415 nm; inhibition, % at 12.8 µM; actives 0.34% (n = 370,000);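 active means inhibition above the mean of all tested compounds plus 3 SD, set per campaign, cut at about 25% in these data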;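 further: 0% = DMSO with enzyme and 100% = buffer with substrate but no TDP2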
# Target sequence (O95551 whole entry, looked up): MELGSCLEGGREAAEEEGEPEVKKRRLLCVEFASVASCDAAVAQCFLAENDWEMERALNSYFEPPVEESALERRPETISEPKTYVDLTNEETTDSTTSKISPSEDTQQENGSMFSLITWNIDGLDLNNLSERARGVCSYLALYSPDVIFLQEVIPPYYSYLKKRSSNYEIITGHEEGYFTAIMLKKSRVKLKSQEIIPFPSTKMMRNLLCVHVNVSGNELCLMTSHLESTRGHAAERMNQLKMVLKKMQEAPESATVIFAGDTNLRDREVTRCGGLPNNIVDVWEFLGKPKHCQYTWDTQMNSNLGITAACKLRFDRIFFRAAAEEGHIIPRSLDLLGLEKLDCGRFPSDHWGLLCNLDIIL
#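 System: recombinant human TDP2 / Amount: 120 nM TDP2 per well / Also added: 5 mM T5PNP chromogenic substrate / Doses: 12.8 µM single point, 1% DMSO / Incubation: 2 h at 37 °C / Detection: p-Nitrophenol epi absorbance / Evaluation: % inhibition relative to enzyme-containing and enzyme-free wells / Repeats: singlicate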
# * marks the source's active call; other numbers are inactive results; i = inactive; . = not tested or not shown.
SMILES,ASAP1 inh,ARFGAP1 inhibitor,Tn6 DDE FP,DDE Tn7 FP inh,ADAM17 inh,ADAM10 inh,PLCb3 inh,PLC-gamma1 inh,SIAE primary,TDP2 absorb
Cc1ccc(NC(=O)CS(=O)CC(=O)Nc2cnc3ccccc3c2)cc1Cl (stereo not drawn),3,-1,-2,-6,1,-2,-3,1,-9,-1
O=S(=O)(CCc1nc2ccccc2o1)c1ccc(Cl)cc1,2,11,-1,0,-2,-5,-7,1,-3,3
Cc1ccc(CSCCNC(=O)/C=C/c2ccccc2Cl)cc1,11,4,9,9,-1,4,-2,-4,11,4
C[C@]1(C(=O)NCCc2c[nH]c3ccccc23)C=C[C@@H](Cc2ccccc2)N1C(=O)c1ccccc1,-2,-12,-9,-2,3,7,-2,-3,2,-10
CCN(CC)CCN1C(=O)C(=O)/C(=C(/O)c2ccc(OC(C)C)cc2)C1c1ccncc1 (stereo not drawn),5,7,-7,2,1,-2,0,-2,-5,-2
O=C(NCC(F)(F)F)c1ccc2sc([C@@H]3O[C@H](CO)[C@H](O)[C@H](O)[C@H]3O)nc2c1,-1,6,0,-6,-5,-5,2,0,-2,-7
COc1ccc(NS(=O)(=O)c2cccc(C(=O)N/N=C/c3cccs3)c2)cc1,-8,-1,-12,-4,1,1,-1,-1,-68,-10
Cc1ccc(C2=N/C(=C\N3CCCCC3)C(=O)O2)cc1,0,-3,-5,3,-2,-5,-6,6,2,0
O=C(O)COc1ccccc1/C=N/NC(=O)CSc1nnc(-c2ccc(Cl)cc2)n1C1CCCCC1,4,-13,0,-4,3,1,1,7,1,-22
CCOc1ccc(C2/C(=C(\O)c3ccc4c(c3)OCCO4)C(=O)C(=O)N2CCCn2ccnc2)cc1OC (stereo not drawn),-6,9,2,0,-2,5,-7,-1,-4,-6
CCc1ccc2c(COC(=O)C3CSC4(C)CCC(=O)N34)cc(=O)oc2c1 (stereo not drawn),-1,-7,-1,0,-5,-19,-8,0,3,3
NC(=O)c1ccccc1NC(=O)CCCCCn1nnc2ccccc2c1=O,1,-14,11,5,-5,-2,2,-2,5,4
Cn1c(=O)cc(N)n(Cc2ccccc2)c1=O,-8,-5,1,11,-3,-1,-2,2,-2,-3
CN1C2C(Br)CCCCN2c2ccc(F)cc2S1(=O)=O (stereo not drawn),15,-3,0,-4,-15,-46,-9,-6,0,10
COc1cccc(C(CNC(=O)C2CCN(C(=O)Nc3ccccc3)CC2)N(C)C)c1 (stereo not drawn),-10,0,-2,-3,-4,-3,-4,3,0,0
Cc1ccc(C2CC(c3ccccc3)=NN2c2ccccc2)o1 (stereo not drawn),4,3,7,3,-175,i,i,i,8,-3
COc1ccc(/C=C/C(=O)NC(=S)N2CCOCC2)cc1,7,-4,-4,3,0,-6,-1,4,10,-5
CCOC(=O)N1CCN(C(=O)CCc2c(C)nc3nc(C)nn3c2C)CC1,-5,-4,0,5,-4,5,-1,-1,2,-4
CC1CCN(c2nc(N(C)c3ccccc3)nc(N)c2[N+](=O)[O-])CC1,-1,-3,-6,8,0,5,-6,3,6,7
Cc1cc(NC(=O)c2ccc([N+](=O)[O-])cc2)n(CCC#N)n1,2,2,1,-4,-4,-6,-6,0,8,-3
CC(C)(C)NC(=O)C(=O)NNC(=O)c1cccc(Br)c1,-3,5,-1,-5,-2,-6,0,0,-3,9
COc1ccc(-c2coc3c(C)c4oc(=O)c(CC(=O)O)c(C)c4cc23)cc1,10,-2,-3,-4,-35,-81,-76,-40,-1,-1
COc1ccc([C@@H]2[C@@H]3C(=O)N(C(C)(C)C)C(=O)[C@@H]3[C@]3(Cc4ccccc4)C(=O)N(c4ccc(OC)cc4)C(=O)N23)cc1,9,-2,-9,3,2,23*,3,3,-10,-6
Cc1cc(C)c(C(=O)CC(=O)c2ccccc2Cl)c(O)c1,8,-2,-4,-2,-4,4,-10,-3,-5,7
Cn1nc(C(=O)NCC2CCCO2)c2ccccc2c1=O (stereo not drawn),5,0,6,6,-2,-4,2,1,1,-11
O=C(OCCCOC(=O)c1ccc([N+](=O)[O-])o1)c1ccc([N+](=O)[O-])o1,0,-15,-1,-1,-5,-2,2,3,4,15
O=C(COC(=O)Cc1cccc(C(F)(F)F)c1)NC(=O)NC1CCCC1,3,1,8,-5,2,3,-6,-1,0,7
CCCc1cc(N2CCCC(C(=O)NCc3ccc4c(c3)OCO4)C2)n2ncnc2n1 (stereo not drawn),9,-8,2,-11,-3,-8,3,1,3,8
CCOc1ccc(C(=O)COC(=O)c2cccc(-n3cnnn3)c2)cc1,-2,8,3,3,-1,2,-6,0,-5,5
CCOC(=O)c1c(C)[nH]c(C(=O)OCC(=O)NCc2ccc(C)cc2)c1C,-22,7,-9,0,-7,-4,-13,-3,-2,10
COc1cc(NC(=O)COC(=O)Cn2cnc3c2c(=O)n(C)c(=O)n3C)cc(OC)c1,6,1,1,-4,-1,-4,-4,-3,1,2
Cc1ccccc1NC(=O)C(C)n1c2ccccc2c2nc(=O)cc(C)n21 (stereo not drawn),7,13,-4,3,-12,-19,-13,-5,-8,-10
COc1ccc(N(C(C)C(=O)N2CCCC2)S(C)(=O)=O)cc1 (stereo not drawn),-3,-10,-6,1,-3,-7,-7,0,-5,0
Cc1cccc(C(=O)OC2CCOC2=O)c1O (stereo not drawn),-2,-1,5,2,0,8,-8,-2,-7,-16
O=C(CCC(=O)N1CCOc2ccccc21)N1CCCCC1,-21,15,1,-3,2,-9,5,2,3,3
CCOC(=O)CC1C(=O)NCCN1C(=S)Nc1ccccc1 (stereo not drawn),16,3,-1,2,0,3,3,2,4,-10
COc1ccc(C(=O)CCNc2ccc(F)cc2)cc1,-7,1,0,-11,0,-11,-3,2,0,2
CCN(Cc1ccccc1)S(=O)(=O)c1ccc(C(=O)Nc2nnc(C)o2)cc1,-4,-7,4,5,0,10,-6,1,-6,0
N#Cc1nc(Cc2cccc3ccccc23)oc1NCCN1CCOCC1,1,-3,-10,-5,6,8,10,7,2,-16
COC(=O)CN(Cc1ccccc1)S(=O)(=O)c1ccc(OC)c(OC)c1,-2,0,3,4,-2,1,-1,2,2,3
CC(C)Sc1nnc(NC(=O)C2CC2)s1,-3,1,-4,-5,0,2,3,5,-7,2
C[C@H](NC(=O)c1nc[nH]c1C(=O)NC(c1ccccc1)c1ccccc1)C(=O)OC(C)(C)C,15,23,-14,-2,14*,24*,4,4,-8,-6
CCC(CO)Oc1cc(NCc2cccc(O)c2)c2ncn(C(C)C)c2c1 (stereo not drawn),12,11,0,-1,-2,-7,-1,0,-1,4
Cc1sc(NC(=O)/C=C/c2ccc(C(C)C)cc2)c(C#N)c1C,-1,2,-1,-1,1,-6,-4,-6,0,4
Cc1cccc(C)c1NC(=O)C(=O)NCC1CCCN1S(=O)(=O)c1cccs1 (stereo not drawn),16,-12,2,0,-3,-13,-8,1,0,-13
CCOCC(=O)Nc1ccc(Br)c(C)c1,-5,6,-4,-4,-2,-8,1,0,-2,0
CC(C)(C)NC(=O)NC(=O)COC(=O)Cc1coc2ccc3ccccc3c12,4,5,2,-13,7,5,-2,2,-7,-10
CC1CCN(C(=O)CN2C(=O)C(C)(C)Oc3ccc(C(=O)NC(C)C)cc32)CC1,0,17,-1,3,-1,-1,-3,3,2,7
O=C(NCCCN1CCCC1=O)c1cccc(C(F)(F)F)c1,8,-1,4,2,-2,7,5,2,2,-5
CCCCNC(=S)NC(=O)c1ccc([N+](=O)[O-])cc1,6,-8,-5,-3,-1,-5,0,6,1,-3

# Reprinted from the part before: two entries; new compounds follow.
SMILES,ASAP1 inh,ARFGAP1 inhibitor,Tn6 DDE FP,DDE Tn7 FP inh,ADAM17 inh,ADAM10 inh,PLCb3 inh,PLC-gamma1 inh,SIAE primary,TDP2 absorb
O=C(NCCCN1CCCC1=O)c1cccc(C(F)(F)F)c1,8,-1,4,2,-2,7,5,2,2,-5
CCCCNC(=S)NC(=O)c1ccc([N+](=O)[O-])cc1,6,-8,-5,-3,-1,-5,0,6,1,-3
CC1=C(C(=O)OC(C)C)C(c2ccccc2)NC(=O)N1C (stereo not drawn),-6,-11,11,-7,0,0,7,3,4,3
Nc1nc(-c2ccc(Oc3ccccc3)cc2)c(CC(=O)O)s1,-7,4,5,4,-2,-9,-47,-27,2,10
O=C(CN1C(=O)CC(c2ccccc2)Sc2ccccc21)NCC1CCCO1 (stereo not drawn),15,3,2,-4,-1,10,5,1,1,7
O=C(CN(c1ccc(F)cc1)S(=O)(=O)c1ccccc1)NCCSC1CCCCC1,-2,-4,6,2,5,4,0,0,0,0
Cc1ccc(NC(=S)NNC(=O)Cn2nc(C(F)F)cc2C(F)F)cc1,-14,1,-7,0,1,8,2,2,1,0
CSc1ccc(-c2cnc(N3CCC(C(N)=O)CC3)s2)cc1,.,.,-3,3,-12,-37,-4,-1,3,7
O=C(c1ccccc1Cl)N1N=C(c2ccc(Br)cc2)CC1c1nc2ccccc2[nH]1 (stereo not drawn),-16,-3,2,4,1,4,1,1,-30,-4
CCn1c(=N)c(S(=O)(=O)c2ccccc2)cc2c(=O)n3ccccc3nc21,-10,20,-3,-4,-57,-161,-54,-31,-3,11
O=C(NC1(C(F)(F)F)N=C(c2ccccc2)NC1=O)c1ccccc1 (stereo not drawn),-1,8,1,0,1,1,4,-1,3,4

# Rows are unselected; overall some 3.6% were active at least once.
